Luciferase inh – inhibitors of firefly (Photinus pyralis) luciferase; Potency, µM (top dose mostly 115 µM), for the others: top-dose activity change, negative = inhibition, actives largely listed as inhibitors; AID 1347043; purified P. pyralis luciferase, luminescence, biochemical; 76,000 tested, 2.5% active; further: potency means the concentration at half of the fitted maximal effect; nearly all actives have a fitted effect of over 65% in size
Target sequence (P08659 whole entry, looked up): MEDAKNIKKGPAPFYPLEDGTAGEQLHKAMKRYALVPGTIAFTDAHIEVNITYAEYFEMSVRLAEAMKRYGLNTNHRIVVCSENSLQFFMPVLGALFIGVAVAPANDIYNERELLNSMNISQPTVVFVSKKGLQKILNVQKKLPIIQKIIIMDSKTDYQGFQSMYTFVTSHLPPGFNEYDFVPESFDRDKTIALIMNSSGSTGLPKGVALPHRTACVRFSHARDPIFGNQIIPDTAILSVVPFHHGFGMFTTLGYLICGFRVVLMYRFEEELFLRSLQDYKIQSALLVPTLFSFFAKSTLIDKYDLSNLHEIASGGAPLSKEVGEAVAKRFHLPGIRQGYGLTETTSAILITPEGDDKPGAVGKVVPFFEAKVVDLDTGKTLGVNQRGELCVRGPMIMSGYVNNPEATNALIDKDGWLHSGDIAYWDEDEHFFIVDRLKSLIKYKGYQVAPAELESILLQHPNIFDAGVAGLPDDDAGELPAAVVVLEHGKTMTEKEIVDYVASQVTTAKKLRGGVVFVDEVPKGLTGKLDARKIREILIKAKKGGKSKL
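Cell-free enzyme assay, 10nM P. pyralis luciferase, luciferin and ATP each at 10uM. Inhibition profiled over a 6-point titration, read as luminescence.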
GPT2 inh – blocks human glutamate pyruvate transaminase 2. Recombinant GPT2, coupled pyruvate oxidase/HRP Amplex Red fluorescence. Potency, µM (doses to about 57.7 µM), without a hit: top-dose activity change, negative = inhibition, hits mostly inhibitors. 100,000 tested, 0.25% active. AID 1671188; further: potency means the concentration at half of the fitted maximal effect; nearly all actives have a fitted effect of over 60% in size; many of its hits are not listed in these tables
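Fluorescence read-out: pyruvate from GPT2 turnover coupled to pyruvate oxidase, HRP and Amplex Red (0.2mM ThPP, 0.2U/mL PO and HRP, 50uM Amplex final). Substrates 250uM a-KG, 2mM L-alanine; enzyme 10ng/uL; 30 min RT.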
HEK293 tox – cytotoxic compounds in HEK 293 cells; HEK 293 viability, ATP luminescence (CellTiter-Glo), 48-72 h; Potency, µM (doses to about 115 µM), for the others: at the highest dose activity change, negative = cytotoxicity, actives largely listed as inhibitors; AID 1345083; 94,000 tested, 6.6% active; further: potency means the concentration at half of the fitted maximal effect; nearly all actives have a fitted effect of over 60% in size
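250 HEK 293 cells/well; compound by pintool; incubated 48 or 72 hr at 37 degree Celsius; CellTiter-Glo added, 10 min RT, luminescence imaged.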
IP6K1 inhibitor – blocks human inositol hexakisphosphate kinase 1. activity change, % (series mostly up to about 58 µM). AID 1645851. Q92551. 140,000 tested, 0.81% active. IP6K1 kinase, ADP-Glo luminescence, 2 h; hits give low values; in the data active means activity change below about -25%
Target sequence (Q92551 whole entry, looked up): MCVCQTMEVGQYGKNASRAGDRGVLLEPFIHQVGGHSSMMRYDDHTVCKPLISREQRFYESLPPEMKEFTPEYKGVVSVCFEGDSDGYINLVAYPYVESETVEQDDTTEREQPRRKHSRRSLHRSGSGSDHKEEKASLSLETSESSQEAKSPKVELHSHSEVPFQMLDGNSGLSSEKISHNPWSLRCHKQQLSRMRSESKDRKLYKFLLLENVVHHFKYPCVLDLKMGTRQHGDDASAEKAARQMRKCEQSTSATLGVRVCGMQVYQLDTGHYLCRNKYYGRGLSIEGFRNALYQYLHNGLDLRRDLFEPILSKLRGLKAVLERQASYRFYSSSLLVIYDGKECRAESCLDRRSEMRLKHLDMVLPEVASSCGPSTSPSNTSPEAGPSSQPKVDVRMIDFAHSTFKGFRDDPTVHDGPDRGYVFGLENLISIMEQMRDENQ
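ADP-Glo luminescence measures ADP made by human IP6K1 during a 2 h RT reaction with ATP/IP6 (mix at 1.3 mM/130 uM); top library doses 57.5 and 19.1 uM final.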
HEK293 viab – counter-screen for SNCA expression inhibitors: cell viability; HEK-293-SNCA-luc viability, GF-AFC fluorescence, 24 h; Potency, µM (top dose mostly 57.1 µM), inactives show top-dose activity change, negative = cytotoxicity, usual class: cytotoxic; 150,000 tested, 0.12% active; AID 1671193;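 further: potency means the concentration at half of the fitted maximal effect; 0% = DMSO-treated cells and -100% = medium-only wells without cells; nearly all actives have a fitted effect of over 30% in size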
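Cytotoxicity counterscreen: after 24 h compound treatment of genome-edited SNCA-luciferase HEK-293 cells, live-cell protease substrate GF-AFC read by fluorescence after 30 min; activity scaled between DMSO (0%) and medium-only (-100%), curves Hill-fitted.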
NIH3T3 tox – NIH 3T3 cell cytotoxicity. NIH 3T3 viability, CellTiter-Glo ATP luminescence, 48-72 h. 94,000 tested, 4.3% active. AID 1345082. Potency, µM (titrated, usually from 96.7 µM), for inactives: top-dose activity change, negative = cytotoxicity, usual class: inhibitors; further: potency means the concentration at half of the fitted maximal effect; nearly all actives have a fitted effect of over 55% in size
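Cytotoxicity is measured as loss of cellular ATP: NIH 3T3 cells (400/well) are exposed to compound for 48 or 72 hr at 37 °C, then CellTiter-Glo luminescence is imaged after 10 min at room temperature.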
SNCA expr inhib – reduces expression of the alpha-synuclein gene. Potency, µM (series often up to 57.2 µM), inactives show top-dose activity change, negative = inhibition, most hits filed as inhibitors. HEK-293 SNCA-luciferase knock-in, luminescence, 24 h. 140,000 tested, 0.17% active;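 further: potency means the concentration at half of the fitted maximal effect; plate controls were DMSO cells for no effect and cell-free wells for full effect; nearly all actives have a fitted effect of over 45% in size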
* hit, by the source's call; i = inactive; ? = inconclusive; nt = no result given; & = joins results of further samples; [ ] = remark or other dose. Unless noted, the call rests on the fitted dose curve; in most records, active means well fitted curve in the direction sought with a large enough effect; inconclusive means small, poorly fitted or top-dose-only effect, or another doubt; inactive means no such curve, though single readings can be large; an effect the other way counts as inactive or inconclusive. Unless noted, on the % scale 0 is the no-effect control and ±100 the full control effect. The list is partial. The share of hits here may be higher or lower than overall.

SMILES	Luciferase inh	GPT2 inh	HEK293 tox	IP6K1 inhibitor	HEK293 viab	NIH3T3 tox	SNCA expr inhib
COc1ccc(C2Cn3nnc(C(=O)N4CCN(C(=O)Cc5ccccc5C)CC4)c3CO2)cc1 (stereo not given)	15.2%	i	?	2.8	-3.6%	-12.8%	-24.0%
CC(C)C[C@H](NC(=O)[C@H](Cc1ccccc1)NC(=O)c1cnccn1)B(O)O	nt	i	nt	12.5&-5.1	?	nt	0.0482µM*
CN[C@H](CC(C)C)C(=O)N[C@H]1C(=O)N[C@@H](CC(N)=O)C(=O)N[C@H]2C(=O)N[C@H]3C(=O)N[C@H](C(=O)N[C@H](C(=O)O)c4cc(O)cc(O)c4-c4cc3ccc4O)[C@H](O[C@H]3C[C@](C)(N)[C@@H](O)[C@H](C)O3)c3ccc(c(Cl)c3)Oc3cc2cc(c3O[C@@H]2O[C@H](CO)[C@@H](O)[C@H](O)[C@H]2O[C@H]2C[C@](C)(NCc3ccc(-c4ccc(Cl)cc4)cc3)[C@@H](O)[C@H](C)O2)Oc2ccc(cc2Cl)[C@H]1O	nt	1.8%[17.1 µM]	nt	-32.5*	10.3%[23.9 µM]	nt	nt
CNC(=O)c1cc(C2CC2)nc2c1c(C1CCN(C(=O)c3ccc4c(c3)OCO4)CC1)nn2C	nt	nt	?	-10.0	nt	?	nt
COc1ccccc1OCc1cc(C(=O)NCc2ccc3c(c2)OCO3)n[nH]1	?	-7.1%	-15.9%	-0.2	16.2%	?	10.7%
COC1CCCN(C(=O)c2cnc(Cc3c(Cl)cccc3Cl)[nH]c2=O)C1 (stereo not given)	2.1%	-21.8%	i	1.3	-0.8%	i	-3.9%
N#Cc1cccc(-c2n[nH]c3c2CC(=O)N(Cc2ccccc2)C3)c1	-6.8%[172 µM]	i	?	-4.7	-7.9%[87.6 µM]	?	-18.1%[87.6 µM]
Fc1ccc(CN2CC[C@H](c3nc4cc(Cl)ccc4o3)C2)cc1F	-9.5%[172 µM]	?	89.1µM*	-4.6	1.1%[87.6 µM]	?	-17.9%[87.6 µM]
C=C1C(=O)OC2CC(C)C(CCC(C)=O)=CCC12 (stereo not given)	nt	i	nt	18.3	-17.1%	nt	nt
CCCc1nn2c(=O)cc(COC(=O)c3ccc(NC(=O)C4CCCCC4)cc3)nc2s1	nt	nt	nt	-3.8	-0.2%	nt	21.2%
COc1ccccc1N1CCN(C(=O)CN2C(=O)COc3ccc(S(=O)(=O)N4CCCCCC4)cc32)CC1	nt	nt	nt	11.1	?	nt	-10.5%
COc1ccccc1Cc1nc2ccccc2nc1SCC(=O)Nc1c(C)cccc1C	nt	nt	nt	-6.1	?	nt	-3.8%

Single records, as listed above. Values in the order: Luciferase inh	GPT2 inh	HEK293 tox	IP6K1 inhibitor	HEK293 viab	NIH3T3 tox	SNCA expr inhib
Entry for C=C1C(=O)OC2CC(C)C(CCC(C)=O)=CCC12 (stereo not given) : nt	i	nt	18.3	-17.1%	nt	nt
Entry for CNC(=O)c1cc(C2CC2)nc2c1c(C1CCN(C(=O)c3ccc4c(c3)OCO4)CC1)nn2C : nt	nt	?	-10.0	nt	?	nt

(more compounds)
SMILES	Luciferase inh	GPT2 inh	HEK293 tox	IP6K1 inhibitor	HEK293 viab	NIH3T3 tox	SNCA expr inhib
O=C(Nc1cccc(Cl)c1F)N1CCCC1c1nncn1-c1ccccc1 (stereo not given)	0.5%	i	6.9%	-6.7	1.0%	0.4%	8.2%
COc1ccccc1-c1[nH]nc2ncc(-c3ccccc3O)nc12	-20.3%[172 µM]	-15.0%[88.5 µM]	?	14.9	?	?	-17.9%[87.6 µM]
Cc1noc([C@H]2CCN(Cc3cc(F)ccc3F)C[C@H]2NC(=O)C2CC2)n1	4.9%	3.9%	-2.2%	17.4	3.6%	3.7%	-17.9%
CC(=O)N1Cc2ccccc2CC2(CCCN(Cc3ccncc3)C2)C1 (stereo not given)	nt	i	-1.7%	10.4	0.6%	-0.3%	12.3%
CCc1nn(CC(=O)N2CCN(c3cccc(C)c3C)CC2)c(=O)c2cc3occc3n12	nt	nt	nt	7.0	14.5%	nt	11.2%
COc1ccc(C2Cn3cnc(C(=O)N4CCC(C(=O)NCc5ccc(C)cc5)CC4)c3CO2)cc1 (stereo not given)	1.2%	-11.9%	9.8%	3.6	11.2%	i	34.9%[activator]
CNC(=O)N1CCC(C2CCN(C(=O)c3ccc(OC)nc3)C2)CC1 (stereo not given)	2.0%	i	-8.0%	-3.2	3.6%[12.5 µM]	-9.3%	5.8%
COCC(=O)N1CCCC(C(=O)N2CCN(c3ccc(F)cc3)CC2)CCNC(=O)CC1 (stereo not given)	-5.8%	4.0%	i	-3.1	9.9%	2.4%	15.9%
CC1(C)CN(C(=O)c2ccccc2N2CCC(=O)NC2=O)CC[C@]1(C)O	0.0%	?	i	9.9	-7.8%	-5.5%	13.4%
C[S+](=O)([O-])c1ccc(-c2cc(C(=O)NC3CC3)nn3cccc23)cc1	nt	i	?	-1.9	-10.9%	?	6.0%
COc1ccc(-c2cn3c(n2)sc2cc(C(=O)Nc4ccc(C)c(C)c4)ccc23)cc1	nt	nt	nt	5.9	4.8%	nt	55.6%[activator]
Cn1cnc(S(=O)(=O)N2CCCC(C(=O)NCc3ccc(F)cc3)CCNC(=O)CC2)c1 (stereo not given)	-11.8%	i	i	1.6	7.1%	-11.1%	-9.8%
COCc1nc(CCNC(=O)C2CCC2)no1	-3.4%	i	17.7%	1.6	-3.5%[12.5 µM]	0.1%	-33.4%
Cc1ccc(Cl)cc1-n1c(=O)c2sc3ccccc3c2n(CC(=O)NC2CCCCC2)c1=O	nt	nt	nt	-2.4	?	nt	-17.8%
CNC(=O)c1c(NC(=O)c2ccc(S(=O)(=O)N3CCCCC3C)cc2)sc2c1CCC2 (stereo not given)	nt	nt	nt	2.0	-17.9%	nt	4.0%
CC(C)(C)c1cc(C[C@@H]2CC[C@H](O)[C@@H](CNC(=O)c3cccc(F)c3)O2)no1	-3.2%[172 µM]	-5.7%[88.5 µM]	-14.7%[172 µM]	1.3	-8.2%[87.6 µM]	-22.2%[138 µM]	67.6%[activator][87.6 µM]
CC(C)(C)c1nc(C(=O)NCc2cccnc2)n2ccncc12	nt	i	-6.9%	-7.0	-1.1%	-23.8%	2.5%
COc1ncccc1-c1nccc2c(=O)cc(N(C)c3ccccc3)oc12	-2.7%[172 µM]	i	?	-8.7	-2.9%[87.6 µM]	35.5µM*	-2.3%[87.6 µM]
CCc1ccc(CNC(=O)C2CCCN(c3nn4cc(-c5ccc(F)cc5)nc4s3)C2)cc1 (stereo not given)	nt	nt	nt	20.6	-14.6%	nt	?
COc1cccc(NC(=O)C2CN(C3CCCCC3)C(=O)N2)c1 (stereo not given)	nt	i	-23.9%[172 µM]	-4.9	0.6%[87.6 µM]	-24.2%[138 µM]	?
C=CCN1C[C@H]2COc3cc(OC)ccc3[C@H]2N(C(=O)c2ccccc2)CCC1=O	nt	nt	-23.7%	7.1	nt	?	nt
CN1C[C@@H]2CCCN3CCC[C@@H]([C@H]23)[C@H]1CCCC(=O)Nc1ccc2c(c1)OCCO2	1.9%	i	?	0.8	-16.4%	1.1%	-5.6%
c1cc(CN2CCc3c(sc4ncnc(N5CCOCC5)c34)C2)ccn1	5.4%	?	?	-1.8	-11.1%	?	-16.3%
Cc1oc2c(c1C(=O)NCc1ccc3c(c1)OCO3)CN(Cc1ccc(F)cc1)CC2	4.5%	2.7%	?	-1.1	-0.2%	?	0.2%
COc1cc(/C=C(\C#N)C(=O)c2ccc(O)c(O)c2)cc(I)c1O	nt	?	nt	nt	-16.1%	nt	2.1%
O=C(Cc1cccc(F)c1)N1CCC(Cc2nc(C3CCOCC3)no2)CC1	5.4%	?	?	0.0	0.9%	-16.9%	29.8%
COc1ccc(C(=O)N2CC(c3nc(CCOc4cccc(C)c4)no3)C2)cc1F	4.1%	2.4%	?	5.4	-1.6%	?	-14.2%
CC(C)CS(=O)(=O)N[C@H](C)c1onc(-c2ccc(F)cc2)c1C(=O)O	5.1%[172 µM]	2.4%[88.5 µM]	?	25.8	-8.3%[87.6 µM]	0.4%[138 µM]	2.1%[87.6 µM]
COc1ccc2c(c1)CCN=C2C[C@H]1CN(C(=O)Cc2cccs2)CC[C@H]1CC(=O)O	2.5%[172 µM]	-18.8%[88.5 µM]	-27.1%[172 µM]	-3.6	2.8%[87.6 µM]	-10.3%[174 µM]	4.1%[87.6 µM]
Fc1ccc(N2CCN(c3ncnc4[nH]ncc34)CC2)cc1	nt	nt	nt	7.4	1.5%	nt	20.4%
Cc1ncoc1C(=O)N1CCC2(CC1)CC(N(Cc1ccccc1)C1CC1)CCO2 (stereo not given)	12.1%	i	-27.6%	2.0	-7.8%	-16.4%	-2.3%
Cc1[nH]c(C)c(Cl)c(=O)c1Cl	nt	i	nt	25.5	-4.3%[12.5 µM]	nt	-29.8%[17 µM]
O=C(c1ccccn1)N1CCC2(CC1)NC(=O)N(Cc1cccc(Cl)c1)C2=O	4.1%	-5.1%	-2.7%	-1.3	0.9%	2.0%	3.1%
C[C@]1(CO)[C@H]2Cc3sc(NC(=O)c4ccc(F)cc4)nc3[C@@H](CC(=O)N3CCCCC3)[C@]2(C)CC[C@H]1O	-3.1%	-2.9%	?	-0.6	-10.6%	?	7.5%
O=C(Nc1ccc(O)c(-c2nc3ccccc3o2)c1)c1sc2ccccc2c1Cl	nt	nt	nt	-17.8	5.7%	nt	-15.5%
COc1ccc(OC)c(S(=O)(=O)NCCS(=O)(=O)N2CCN(c3ccccc3)CC2)c1	nt	nt	nt	16.5	1.6%	nt	0.3%
COc1ccc(OC)c(NC(=O)CC2CCOCC2)c1	-6.3%	i	22.0%	-12.1	-0.3%[12.5 µM]	-8.1%	-10.2%
O=C1NCCCCCCN(C(=O)Nc2ccccc2)[C@H]2CCCC[C@@H]12	1.5%	i	i	-12.8	-2.4%	-10.3%	9.8%
CC1=C[C@@H](CNC(=O)Nc2ccccc2)[C@H](C(C)C)C[C@H]1CC(=O)NCc1cccnc1	-31.2%[172 µM]	-2.1%[88.5 µM]	?	16.6	-0.6%[87.6 µM]	?	-14.2%[87.6 µM]
CCC1CN(Cc2nc(-c3ccc(OC)cc3F)oc2C)CCN1C(C)C (stereo not given)	-13.5%	-9.4%[11.5 µM]	?	-11.5	-0.9%	?	12.6%
CC(=O)NCC(c1ccc2c(c1)OCO2)N1CCN(c2ccccc2)CC1 (stereo not given)	nt	nt	nt	10.4	-10.9%	nt	-3.2%
Cc1cc(C)cc(C(=O)N2CCCC3(C2)NC(=O)N(Cc2cccc(Cl)c2)C3=O)c1 (stereo not given)	0.0%	i	?	-10.8	-2.4%	?	8.5%
O=C(NCC1CC1)c1cccc(OC2CN(Cc3cccc(F)c3F)C2)c1	0.0%	i	?	-4.2	-10.4%	?	?
COc1ccc(-c2ccc(C(=O)N3CCN(C(=O)c4cccc(Cl)c4)CC3)cc2)nn1	nt	nt	-0.2%	-5.9	nt	-6.5%	nt

High-throughput results: PubChem BioAssay, National Center for Advancing Translational Sciences (NCATS)
